All columns: NCI-60 one-dose screen, growth in % after 48 h at 10 µM unless noted; 100 = growth as untreated, 0 = no growth, -100 = all killed.
BT-549 – BT-549 breast cancer | 78,000 tested, 4.4% active | AID 1794793
HS 578T – HS 578T breast cancer | 78,000 tested, 4.1% active
MCF7 – MCF7 breast cancer | 82,000 tested, 6.3% active
T-47D – T-47D breast cancer; 79,000 tested, 5% active
SK-MEL-28 – SK-MEL-28 melanoma. 81,000 tested, 4.1% active
LOX IMVI – LOX IMVI melanoma. 79,000 tested, 7.4% active
MDA-MB-468 – MDA-MB-468 breast cancer. 78,000 tested, 8.5% active. AID 2202374
MDA-MB-231 – MDA-MB-231 breast cancer. AID 1794789. 81,000 tested, 5% active
Numbers without * were called inactive. Rule for the calls: active = growth percent below 10; inactive = the rest.

What do the screens show for `COc1ccc(C=C(C(=O)c2ccccc2)C(=O)c2ccccc2)cc1`?
BT-549: 105; HS 578T: 115; MCF7: 64; T-47D: 100; SK-MEL-28: 92; LOX IMVI: 52; MDA-MB-468: 81; MDA-MB-231: 94

How did Cn1c(=O)[nH]c2nc(SCC(=O)Nc3ccc(C(=O)/C=C/c4ccc(Br)cc4)cc3)[nH]c2c1=O do in these assays?
BT-549: 89; HS 578T: 92; MCF7: 97; SK-MEL-28: 105; LOX IMVI: 106; MDA-MB-468: 90; MDA-MB-231: 104

What do the screens show for `COc1ccc(-c2n/c(=C\c3c(O)[nH]c4ccc(OC)cc34)cc3c2=Nc2ccccc2-3)cc1`?
BT-549: -20*; HS 578T: 26; MCF7: -23*; T-47D: 93; SK-MEL-28: -90*; LOX IMVI: 27; MDA-MB-468: -47*; MDA-MB-231: 39

How did COc1ccc(C2c3[nH]c4ccc(Cl)cc4c3CCN2c2oc(C)nc2C#N)cc1 (stereo not drawn) do in these assays?
HS 578T: 72; MCF7: 37; T-47D: 52; SK-MEL-28: 69; LOX IMVI: 30; MDA-MB-468: 55; MDA-MB-231: 66

Results for O=C(CCn1cnc2c(cc(-c3ccccc3)n2-c2ccncc2)c1=O)Nc1ccc(F)cc1 ?
BT-549: 110; HS 578T: 128; MCF7: 95; T-47D: 98; SK-MEL-28: 107; LOX IMVI: 106; MDA-MB-468: 98; MDA-MB-231: 108

How did NC(=O)c1cc(Cl)ccc1NC(=O)[C@@H]1C[C@H]1c1ccccc1 do in these assays?
HS 578T: 100; MCF7: 102; T-47D: 85; SK-MEL-28: 96; LOX IMVI: 91; MDA-MB-468: 105; MDA-MB-231: 97

Results for N#C/C(=C\c1ccc([N+](=O)[O-])cc1)n1nnc2cc(F)c(F)cc21 ?
BT-549: 78; HS 578T: 58; MCF7: 22; T-47D: -15*; SK-MEL-28: 101; LOX IMVI: -98*; MDA-MB-468: -40*; MDA-MB-231: 8.3*

What do the screens show for `COc1ccc(-c2nc3ccc(-c4nnc(SCC(=O)Nc5ccc(C(C)=O)cc5)o4)cc3[nH]2)cc1`?
BT-549: 112; HS 578T: 97; MCF7: 77; T-47D: 105; SK-MEL-28: 112; LOX IMVI: 108; MDA-MB-468: 109; MDA-MB-231: 95

What do the screens show for `CCOC(C=O)OCC`?
BT-549: 103; HS 578T: 109; MCF7: 95; SK-MEL-28: 116; LOX IMVI: 94; MDA-MB-468: 102

What do the screens show for `CCN(CC)S(=O)(=O)c1ccc(S(=O)(=O)N2CCC[C@@H](C(=O)OC3CC3)C2)cc1`?
BT-549: 62; HS 578T: 97; MCF7: 58; T-47D: 65; SK-MEL-28: 98; LOX IMVI: 59; MDA-MB-468: 47; MDA-MB-231: 87

Results for BrC(c1ccccc1)C(Br)c1ccccc1 (stereo not drawn) ?
BT-549: 116; HS 578T: 103; MCF7: 106; T-47D: 104; SK-MEL-28: 115; LOX IMVI: 94; MDA-MB-468: 107; MDA-MB-231: 92

Results for O=C(CCNCc1ccccc1)c1ccccc1 ?
HS 578T: 110; MCF7: 102; T-47D: 104; SK-MEL-28: 113; LOX IMVI: 105; MDA-MB-468: 98; MDA-MB-231: 121

What do the screens show for `COc1ccc(C(O)CCl)c2ccccc12` (stereo not drawn)?
BT-549: 108; HS 578T: 101; MCF7: 89; T-47D: 97; SK-MEL-28: 103; LOX IMVI: 86; MDA-MB-468: 102; MDA-MB-231: 83

Results for COc1ccc(Cl)cc1-c1nc(C)c(C(C)=O)c(-c2cccc(Oc3ccccc3)c2)n1 ?
BT-549: 82; HS 578T: 92; MCF7: 67; T-47D: 68; SK-MEL-28: 89; LOX IMVI: 95; MDA-MB-468: 68; MDA-MB-231: 65

Results for CCOc1ccc(Nc2nc(-c3ccc4c(c3)NC(=O)CO4)cs2)cc1 ?
BT-549: 47; HS 578T: 107; MCF7: 38; T-47D: 25; SK-MEL-28: 34; LOX IMVI: 44; MDA-MB-468: 18; MDA-MB-231: 58

What do the screens show for `Cn1c(=O)c(-c2ccc(Cl)cc2)cc2cnc(Nc3cccc(S(C)(=O)=O)c3)nc21`?
BT-549: 76; HS 578T: 57; MCF7: 91; T-47D: 60; SK-MEL-28: 61; LOX IMVI: 45; MDA-MB-468: 60; MDA-MB-231: 64

Results for NC(=O)Cc1ccncc1 ?
BT-549: 100; HS 578T: 103; MCF7: 93; T-47D: 89; SK-MEL-28: 119; LOX IMVI: 98; MDA-MB-468: 93; MDA-MB-231: 99

How did CC(=O)Nc1cccc(-c2ccc3c(c2)NC(=O)/C3=C\c2ccc[nH]2)c1 do in these assays?
BT-549: 43; HS 578T: 65; MCF7: 18; T-47D: 18; SK-MEL-28: 68; LOX IMVI: 36; MDA-MB-468: 21; MDA-MB-231: 35

How did COc1cc(/C=N/Nc2nc(-c3ccc(F)cc3)c(C#N)c(N3CCOCC3)n2)ccc1O do in these assays?
BT-549: 94; HS 578T: 102; MCF7: 93; T-47D: 94; SK-MEL-28: 100; LOX IMVI: 107; MDA-MB-468: 87; MDA-MB-231: 100

How did O=C(/C=C/Nc1ccc(S(=O)(=O)O)cc1)c1ccc(F)cc1 do in these assays?
BT-549: 119; HS 578T: 97; MCF7: 90; T-47D: 99; SK-MEL-28: 101; LOX IMVI: 96; MDA-MB-468: 96; MDA-MB-231: 106

Results for O=C(Nc1cccc(Cl)c1)c1cc([N+](=O)[O-])ccc1O ?
BT-549: 67; HS 578T: 42; MCF7: 43; T-47D: 42; SK-MEL-28: 29; LOX IMVI: 34; MDA-MB-468: 31; MDA-MB-231: 38

How did CC(=O)c1cccs1 do in these assays?
BT-549: 97; HS 578T: 99; MCF7: 95; T-47D: 90; SK-MEL-28: 98; LOX IMVI: 93; MDA-MB-468: 105; MDA-MB-231: 101

What do the screens show for `CC1C(=NC(=O)c2cnccn2)C(C)C(c2ccc(Cl)cc2)NC1c1ccncc1` (stereo not drawn)?
BT-549: 95; HS 578T: 125; MCF7: 91; T-47D: 78; SK-MEL-28: 101; MDA-MB-468: 93; MDA-MB-231: 97

How did CC(C)c1ccc2c(c1)CC[C@H]1[C@](C)(C(=O)OCC#CCN3CCOCC3)CCC[C@]21C do in these assays?
BT-549: 103; HS 578T: 96; MCF7: 86; T-47D: 79; SK-MEL-28: 87; LOX IMVI: 90; MDA-MB-468: 74; MDA-MB-231: 101

Results for CC(C)CCN(CCC(C)C)CC(O)c1cc(-c2ccc(C(F)(F)F)cc2)nc(-c2ccc(C(F)(F)F)cc2)c1 (stereo not drawn) ?
BT-549: 111; HS 578T: 85; MCF7: 94; T-47D: 93; SK-MEL-28: 102; LOX IMVI: 71; MDA-MB-468: 92; MDA-MB-231: 74

What do the screens show for `O=C(/C=C/c1ccc([N+](=O)[O-])cc1)c1ccc2c3c(cccc13)CC2`?
BT-549: 84; HS 578T: -4.9*; MCF7: 22; T-47D: 69; SK-MEL-28: 64; LOX IMVI: 68; MDA-MB-231: 81

How did COc1c2occc2c(OC)c2c(=O)c(C3=NNC(c4ccc(F)cc4)C3)c(C)oc12 (stereo not drawn) do in these assays?
BT-549: 108; HS 578T: 93; MCF7: 82; T-47D: 71; LOX IMVI: 97; MDA-MB-468: 113; MDA-MB-231: 74

Results for CCOC(=O)/C=C/c1cc2cc(-c3csc4ccccc34)ccc2[nH]1 ?
BT-549: 70; HS 578T: 67; MCF7: 35; T-47D: 55; SK-MEL-28: 104; LOX IMVI: 65; MDA-MB-231: 57

Results for COc1ccc(NC(=O)Oc2c(C)cc(Cl)cc2[N+](=O)[O-])cc1 ?
BT-549: 94; HS 578T: 84; MCF7: 77; T-47D: 93; SK-MEL-28: 116; MDA-MB-468: 99; MDA-MB-231: 83

Results for CSc1nc(-c2ccc(F)cc2)c(C#N)c(N2CCOCC2)n1 ?
BT-549: 95; HS 578T: 91; MCF7: 90; T-47D: 80; SK-MEL-28: 101; LOX IMVI: 99; MDA-MB-468: 87; MDA-MB-231: 93

Arranged by length of the SMILES (highest first): some entries from above
How did COc1cc(/C=N/Nc2nc(-c3ccc(F)cc3)c(C#N)c(N3CCOCC3)n2)ccc1O do in these assays?
BT-549: 94; HS 578T: 102; MCF7: 93; T-47D: 94; SK-MEL-28: 100; LOX IMVI: 107; MDA-MB-468: 87; MDA-MB-231: 100

What do the screens show for `O=C(/C=C/c1ccc([N+](=O)[O-])cc1)c1ccc2c3c(cccc13)CC2`?
BT-549: 84; HS 578T: -4.9*; MCF7: 22; T-47D: 69; SK-MEL-28: 64; LOX IMVI: 68; MDA-MB-231: 81

Results for CCOC(=O)/C=C/c1cc2cc(-c3csc4ccccc34)ccc2[nH]1 ?
BT-549: 70; HS 578T: 67; MCF7: 35; T-47D: 55; SK-MEL-28: 104; LOX IMVI: 65; MDA-MB-231: 57

Results for CSc1nc(-c2ccc(F)cc2)c(C#N)c(N2CCOCC2)n1 ?
BT-549: 95; HS 578T: 91; MCF7: 90; T-47D: 80; SK-MEL-28: 101; LOX IMVI: 99; MDA-MB-468: 87; MDA-MB-231: 93

Results for NC(=O)Cc1ccncc1 ?
BT-549: 100; HS 578T: 103; MCF7: 93; T-47D: 89; SK-MEL-28: 119; LOX IMVI: 98; MDA-MB-468: 93; MDA-MB-231: 99

How did CC(=O)c1cccs1 do in these assays?
BT-549: 97; HS 578T: 99; MCF7: 95; T-47D: 90; SK-MEL-28: 98; LOX IMVI: 93; MDA-MB-468: 105; MDA-MB-231: 101

Further structures follow:
How did CN1CCN(c2ccc(Nc3nc(NCCCNC(=O)c4ccc(F)cc4)c4sccc4n3)cc2)CC1 do in these assays?
BT-549: 108; HS 578T: 84; MCF7: 31; T-47D: 51; SK-MEL-28: -45*; LOX IMVI: 13; MDA-MB-468: 59; MDA-MB-231: 58

How did CC(=O)c1nc(Nc2ccc(C)cc2)sc1C do in these assays?
BT-549: 87; HS 578T: 90; MCF7: 87; T-47D: 86; SK-MEL-28: 95; LOX IMVI: 100; MDA-MB-468: 93; MDA-MB-231: 91

Results for O=C1C2C3C=CC(O3)C2C(=O)N1CCN1CCOCC1 (stereo not drawn) ?
BT-549: 117; HS 578T: 120; MCF7: 112; T-47D: 111; SK-MEL-28: 125; LOX IMVI: 102; MDA-MB-468: 113; MDA-MB-231: 109

How did O=C(O)c1ccc(O)c(CN2CCN(c3cc4c(cc3F)c(=O)c(C(=O)O)cn4C3CC3)CC2)c1 do in these assays?
BT-549: 55; HS 578T: 87; MCF7: 83; T-47D: 91; SK-MEL-28: 95; LOX IMVI: 59; MDA-MB-468: 84; MDA-MB-231: 87

How did C#Cc1cccc(Nc2nc(C)nc3cc(NC(=O)CCl)ccc23)c1 do in these assays?
BT-549: -71*; HS 578T: -12*; MCF7: -68*; T-47D: -55*; SK-MEL-28: -82*; LOX IMVI: -82*; MDA-MB-468: -78*; MDA-MB-231: -73*

How did COc1ccc(-n2c(=O)n(-c3ccc(-c4nc5ccc(F)cc5s4)cc3)c(=O)c3cccnc32)cc1 do in these assays?
BT-549: 100; HS 578T: 101; MCF7: 92; T-47D: 73; SK-MEL-28: 107; LOX IMVI: 100; MDA-MB-468: 121; MDA-MB-231: 97

What do the screens show for `CCCCCCn1c(O)c(N=Nc2nc(-c3cc4ccccc4oc3=O)cs2)c2ccccc21`?
BT-549: -21*; HS 578T: 61; MCF7: -18*; T-47D: -12*; SK-MEL-28: -39*; LOX IMVI: -64*; MDA-MB-468: 45; MDA-MB-231: -66*

How did CN1CCN(c2ccc(Nc3nc(NCCCNS(=O)(=O)c4ccc(Cl)cc4)c4sccc4n3)cc2)CC1 do in these assays?
BT-549: -70*; HS 578T: 20; MCF7: 20; T-47D: 12; SK-MEL-28: -72*; LOX IMVI: -85*; MDA-MB-468: -48*; MDA-MB-231: 9.3*

Results for CCOC(=O)c1nn(CC(O)c2ccccc2)c(NC(=O)Nc2ccc(F)cc2)c1C (stereo not drawn) ?
BT-549: 96; HS 578T: 90; MCF7: 87; T-47D: 90; SK-MEL-28: 104; LOX IMVI: 95; MDA-MB-468: 83; MDA-MB-231: 96

Results for CC(C)(C)c1ccc(/C=C/C(=O)Nc2ccc(O)cc2)cc1 ?
BT-549: 67; HS 578T: 80; MCF7: 61; T-47D: 64; SK-MEL-28: 86; LOX IMVI: -4.0*; MDA-MB-468: 92; MDA-MB-231: 53

Results for COc1ncc(-c2ccc3nccc(C#CCN4CCN(S(C)(=O)=O)CC4)c3c2)cc1NS(=O)(=O)c1ccc(F)cc1F ?
BT-549: -18*; HS 578T: -14*; MCF7: 6.9*; T-47D: 3.5*; SK-MEL-28: 3.8*; LOX IMVI: -11*; MDA-MB-468: -67*; MDA-MB-231: 11

Results for Fc1ccc2ccccc2c1 ?
BT-549: 101; HS 578T: 107; MCF7: 101; T-47D: 94; SK-MEL-28: 112; LOX IMVI: 64; MDA-MB-468: 106; MDA-MB-231: 116

Results for COc1ccc(-c2csc(NC(=O)CSc3nc(-c4ccccc4)c(C#N)c(=O)[nH]3)n2)cc1 ?
BT-549: 93; HS 578T: 101; MCF7: 92; T-47D: 92; SK-MEL-28: 95; LOX IMVI: 105; MDA-MB-468: 91; MDA-MB-231: 116

How did COc1ccc(C(=O)NNc2nc(N3CCOCC3)nc(N3CCN(C(c4ccccc4)c4ccccc4)CC3)n2)cc1 do in these assays?
BT-549: 99; HS 578T: 49; MCF7: 97; T-47D: 96; SK-MEL-28: 98; LOX IMVI: 90; MDA-MB-468: 63; MDA-MB-231: 100

Results for CC(=O)N1N=C(c2ccc(Nc3nc(Nc4ccc(Cl)cc4)nc(Nc4ccc(Cl)cc4)n3)cc2)CC1c1ccc(Cl)cc1 (stereo not drawn) ?
BT-549: 175; HS 578T: 131; MCF7: 149; T-47D: 92; SK-MEL-28: 123; LOX IMVI: 109; MDA-MB-231: 112

Bioassay records as filed in PubChem.
